Assay outcomes from PubChem.
Chronic BCR inh: blocks chronic active B-cell receptor signaling. 0.05% of 340,000 active. Potency, µM (doses to about 46.1 µM), for the others: at the top dose ratio change, negative = lower green/red ratio, most hits filed as inhibitors. ABC-DLBCL IkBa-CBG/CBR reporter, luminescence ratio, 4 h; active means well fitted inhibition curve with a large enough effect in the signal ratio, with a control signal flat, not every such curve was filed as active; inconclusive means small, poorly fitted or top-dose-only effect, or effect the other way, or a change in a side signal; the % refers to the signal ratio;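 further: potency means the concentration at half of the fitted maximal effect; plate controls were basal doxycycline-induced cells for no effect and cells given 10 µM MG132 for full effect; MG132 reads +100%, hits lower the ratio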
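TMD8 ABC-DLBCL cells carrying doxycycline-inducible green luciferase fused to IkappaBalpha plus unfused red luciferase were exposed to compounds (up to 46 uM) for 4 hrs at 37C. Activity came from the overlap-corrected green/red luminescence ratio.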
TSHR antag: human thyrotropin receptor antagonism. P16473. TSHR-expressing cells, TSH-stimulated cAMP HTRF, 2 h; active compounds read low. activity change, negative = inhibition, % at 11.5 µM. 0.2% of 330,000 active. AID 504810;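 active means activity change below a set negative limit, meaning inhibition stronger than a set level, cut at about -70% in these data; inconclusive means activity change between two set negative limits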; further: on the % scale 0 is the no-effect control and ±100 the full control effect
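TSHR-expressing cells were treated with compounds, then stimulated with TSH at EC80 (4nM final) for 2 hours at 37 deg C. Cellular cAMP was measured by HTRF competition between lysate cAMP and cAMP-d2 for a cryptate-labelled anti-cAMP antibody.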
ELG1 repair inh: ELG1-dependent DNA repair inhibition; HEK293T ELG1-luciferase reporter, luminescence, 16 h; DNA damage induced by 5-fluorouridine; Potency, µM (top dose mostly 46.1 µM), without a hit: top-dose activity change, negative = inhibition, usual class: inhibitors; 2.3% of 330,000 active; AID 504467; further: potency means the concentration at half of the fitted maximal effect; on the % scale 0 is the no-effect control and ±100 the full control effect; nearly all actives have a fitted effect of over 55% in size
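5-Fluorouridine DNA damage + compound/DMSO, 2,000 cells/well, 16 h, 37 °C/5% CO2. ONE-Glo, 30 min RT, luminescence. Readout = decrease in reporter signal.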
TSG101-PTAP inh: blocks PTAP/TSG101 interaction to inhibit HIV-1 budding | Q99816 | Fluorescence polarization, FITC-PTAP peptide / Tsg101 binding | Potency, µM (top dose mostly 115 µM), inactives show at the top dose activity change, negative = inhibition, most hits filed as inhibitors | 340,000 tested, under 10 active | AID 493005; active means well fitted inhibition curve with a large enough effect in the main read-out, with a control signal flat, not every such curve was filed as active; inconclusive means small, poorly fitted or top-dose-only effect, or effect the other way, or a change in a side signal; inactive means no such curve, though single readings can be large or run the other way; further: potency means the concentration at half of the fitted maximal effect; % of control where 0% means no effect
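Compounds were pin-transferred onto Tsg101 binding domain (10 uM final) in HEPES pH 7.5 buffer, then FITC-PTAP peptide was added at 50 nM final. After 20 min at RT, polarization reported peptide displacement across a qHTS concentration series.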
S-ASM inh: inhibitors of human secretory acid sphingomyelinase; P17405; placental ASM, HMU-PC fluorogenic substrate, 60 min; Potency, µM (series often up to 57.5 µM), without a hit: at the top dose activity change, negative = inhibition, hits mostly inhibitors; 0.006% of 340,000 active; AID 504937; further: potency means the concentration at half of the fitted maximal effect
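qHTS format. ASM enzyme prepared from human placenta hydrolyses the fluorogenic substrate HMU-PC0 (9 uM final) over 60 min at 37 °C after a 10 min compound preincubation.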
Mito fusion act: inhibitors of mitochondrial division or activators of mitochondrial fusion; S. cerevisiae fusion-defective mutant growth rescue, CellTiterGlo 48 h; Potency, µM (titrated, usually from 46.1 µM), for inactives: top-dose growth rescue (activation), usual class: activators; 0.23% of 320,000 active;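 further: potency means the concentration at half of the fitted maximal effect; % of control where 0% means no effect; nearly all actives have a fitted effect of over 45% in size; temperature-sensitive fusion mutants such as fzo1-1 at 37 °C on non-fermentable ethanol glycerol medium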
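Luminescent cell viability in 1536-well qHTS format served as the measure of rescued growth in ts fusion-mutant S. cerevisiae cultured on non-fermentable YPEG for 48 hours at 37C.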
a7 integrin act: integrin-mediated muscular dystrophy alleviation activation; alpha7betagal myoblasts, beta-gal FDG fluorescence, 48 h; Potency, µM (doses to about 38.3 µM), without a hit: at the top dose activation, usual class: activators; 0.064% of 350,000 active; AID 624291;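 further: potency means the concentration at half of the fitted maximal effect; 100% = response of the positive control SU9516; nearly all actives have a fitted effect of over 60% in size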
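alpha7betagal+/- myoblasts (passage 13, 250/well) treated 48 h at 37C with compounds at 1:260 dilution of DMSO stock. Lysed, then beta-galactosidase activity read as FDG fluorescence (ex 480/em 540) after 30 min, with pre-read for autofluorescence.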
TCR act: activates T cell receptor signaling; 330,000 tested, under 10 active; AID 504894; primary human leukocytes, anti-CD3, IL-2 HTRF, 48 h; Potency, µM (series often up to 9.22 µM), for the others: top-dose activation of IL-2 secretion, usual class: activators; further: % of control where 0% means no effect
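Readout: HTRF IL-2, Eu-cryptate/d2 antibody pair, 320nm excitation, 665nm emission. Stimulus: a-CD3 beads, no co-stimulation. Cells: primary human leukocytes. Exposure: 48 hr with compound.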
AT treatment: potential ataxia-telangiectasia treatments restoring KAP-1 phosphorylation; […] A-T fibroblasts, KAP-1 phosphorylation AlphaLISA; neocarzinostatin DNA damage 30 min before lysis; Potency, µM (titrated, usually from 57.5 µM), for the others: top-dose activation, usual class: activators; 0.19% of 320,000 active; AID 485349; further: potency means the concentration at half of the fitted maximal effect; % of control where 0% means no effect; nearly all actives have a fitted effect of over 45% in size
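ATM-like activity read as KAP-1 phosphorylation via AlphaLISA donor/acceptor antibody pairs after lysis and 6 hr at 25C. Cells were ATM-null patient fibroblasts ([…], hTERT), dosed 60 min, then exposed to the DSB inducer NCS for 30 min.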
Eya2 inh: blocks the phosphatase activity of human Eya2; O00167; recombinant Eya2, OMFP fluorescence dephosphorylation (OMFP is methylfluorescein phosphate); Potency, µM (highest dose often 76.9 µM), for inactives: at the highest dose activity, negative = inhibition, usual class: inhibitors; 0.006% of 330,000 active; further: potency means the concentration at half of the fitted maximal effect; on the % scale 0 is the no-effect control and ±100 the full control effect
Target sequence (O00167 whole entry, looked up): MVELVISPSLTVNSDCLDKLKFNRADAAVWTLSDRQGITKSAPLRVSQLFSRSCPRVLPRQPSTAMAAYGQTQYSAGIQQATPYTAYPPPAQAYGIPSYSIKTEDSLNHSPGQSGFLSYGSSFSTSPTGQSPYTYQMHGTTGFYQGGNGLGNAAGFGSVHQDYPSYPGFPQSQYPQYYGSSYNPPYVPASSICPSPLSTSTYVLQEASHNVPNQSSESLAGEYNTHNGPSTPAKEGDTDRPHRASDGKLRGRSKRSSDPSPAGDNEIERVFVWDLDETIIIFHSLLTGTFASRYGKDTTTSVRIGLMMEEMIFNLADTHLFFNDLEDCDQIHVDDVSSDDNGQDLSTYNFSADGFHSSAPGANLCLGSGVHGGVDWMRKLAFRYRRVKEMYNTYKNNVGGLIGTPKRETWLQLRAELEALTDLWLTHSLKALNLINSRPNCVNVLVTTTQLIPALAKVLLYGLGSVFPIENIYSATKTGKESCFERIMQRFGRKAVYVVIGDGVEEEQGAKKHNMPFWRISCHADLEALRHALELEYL
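Eya2 (0.2 uM) preincubated 10 min at ambient with compound, then OMFP substrate added at 50 uM; 10 min reaction in 50 mM HEPES pH 7.5, 50 mM NaCl, 5 uM MgCl2, 0.05% BSA, 1 mM DTT. Fluorescence read at Ex 485/Em 525 nm.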
Tb PFK block: blocks T. brucei phosphofructokinase. O15648. T. brucei PFK, ADP-Glo luminescence. Potency, µM (doses to about 57.5 µM), for inactives: at the highest dose activity, negative = inhibition, hits mostly inhibitors. 0.17% of 330,000 active;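 further: potency means the concentration at half of the fitted maximal effect; 0% = uninhibited 1x PFK enzyme wells and -100% = no-enzyme wells; nearly all actives have a fitted effect of over 60% in size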
Target sequence (O15648 whole entry, looked up): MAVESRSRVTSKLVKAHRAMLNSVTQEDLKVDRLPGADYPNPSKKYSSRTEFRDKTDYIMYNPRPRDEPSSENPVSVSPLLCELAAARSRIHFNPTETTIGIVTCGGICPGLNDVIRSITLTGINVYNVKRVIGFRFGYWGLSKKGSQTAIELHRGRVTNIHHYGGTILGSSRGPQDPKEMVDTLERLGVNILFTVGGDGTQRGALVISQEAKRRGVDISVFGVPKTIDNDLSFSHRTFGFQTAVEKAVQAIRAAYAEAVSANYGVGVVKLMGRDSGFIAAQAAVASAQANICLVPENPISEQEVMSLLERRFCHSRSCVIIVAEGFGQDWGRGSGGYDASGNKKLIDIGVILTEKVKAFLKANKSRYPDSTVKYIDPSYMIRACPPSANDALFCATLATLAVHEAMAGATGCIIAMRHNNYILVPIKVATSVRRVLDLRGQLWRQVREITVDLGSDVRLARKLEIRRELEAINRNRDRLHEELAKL
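Activity is normalized to no-enzyme wells (full inhibition) and 1.25 nM enzyme wells (no inhibition). Reaction: 0.5 mM F6P, 0.1 mM ATP, 45 min RT, ADP-Glo luminescence; concentration-response curves fitted and classed by quality.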
The depositor's hits bear a star; ? = inconclusive; · = not tested or not shown; [ ] = remark or other dose. Unless noted, the call rests on the fitted dose curve; in most records, active means well fitted curve in the direction sought with a large enough effect; inconclusive means small, poorly fitted or top-dose-only effect, or another doubt; inactive means no such curve, though single readings can be large; an effect the other way counts as inactive or inconclusive.

SMILES	Chronic BCR inh	TSHR antag	ELG1 repair inh	TSG101-PTAP inh	S-ASM inh	Mito fusion act	a7 integrin act	TCR act	AT treatment	Eya2 inh	Tb PFK block
CC(C)CC(=O)Nc1ccc(C(=O)CN2C(=O)NC3(CCOc4ccccc43)C2=O)cc1 (configuration not stated)	-8%	18	0%	-2%	-4%	-3%	-13%	4%	-6%	6%	-2%
OCCN(CCO)CC(O)CN(c1ccccc1)c1ccccc1 (configuration not stated)	2%	0	5%	0%	4%	6%	9%	1%	-3%	-2%	2%
Cc1noc(NS(=O)(=O)c2ccc(NC(=O)c3ccccc3NS(=O)(=O)c3ccc(F)cc3)cc2)c1C	2%	-9	10%	-6%	2%	·	7%	-5%	-3%	3%	-3%
CCC(O)(C(=O)Nc1ccccc1C(F)(F)F)c1ccccc1OC (configuration not stated)	-4%	44	-4%	-8%	-6%	6%	4%	7%	?	-40%	0%
O=C(CN1C(=O)NC2(CCCc3ccccc32)C1=O)NCC(F)(F)F (configuration not stated)	-1%	-4	2%	-1%	5%	14%	-5%	-13%	-7%	0%	2%
CCCCCCSc1cc(-c2nc3ccc(Cl)cn3c2NC2CCCCC2)ccc1OC	-8%	3	26%	7%	295%[activator]	-1%	0%	-2%	22%	0%	0%
Cc1ccc(Nc2nc(CSc3n[nH]c(N)n3)cs2)cc1	-16%	-1	?	-2%	-2%	0%	-50%[inhibitor]	3%	-8%	-4%	1%
Oc1ccccc1C(Nc1nccs1)c1ccc2cccnc2c1O (configuration not stated)	?	-5	3.7µM*	2%	-3%	4%	-40%	1%	-5%	1%	-4%
COc1ccccc1CNC(=O)COC(=O)c1ccc(C)s1	-1%	5	23%	0%	0%	3%	-17%	10%	10%	18%	1%
COC(=O)C1C(O)=C(C=Nc2ccc3ccccc3c2)C(=O)CC1(C)C (configuration not stated)	-5%	5	?	-9%	17%	-3%	13%	0%	3%	17%	0%
Cc1ccc(-c2nn(Cc3ccccc3)cc2C(=O)N2CCN(c3ccccn3)CC2)cc1	1%	15	?	1%	4%	15%	-22%	12%	2%	-13%	-2%
COC(=O)Cc1cn(-c2ncc(C(F)(F)F)cc2Cl)c2ccccc12	?	3	7%	-2%	0%	6%	-5%	6%	·	0%	-3%
Cc1cc(C)c2nc(N3CCN(C)CC3)c(C#N)cc2c1	2%	6	0%	0%	16%	-4%	-15%	-2%	5%	-11%	4%
O=C(c1ccccc1)N(Cc1ccc(F)cc1)C1CCS(=O)(=O)C1 (configuration not stated)	5%	35	-3%	-3%	-3%	0%	4%	7%	4%	-10%	4%
CC(C(=O)Nc1sccc1C(N)=O)N1C(=O)C2CC=CCC2C1=O (configuration not stated)	-1%	15	1%	-6%	2%	-4%	-15%	3%	6%	20%	9%
COc1cccc(CN2CCN(S(=O)(=O)c3ccc(Cl)s3)CC2)c1	-3%	-8	7%	0%	0%	-1%	1%	·	9%	-9%	2%
COc1ccccc1-c1ccc(SCc2cccc(C)c2)nn1	-17%	21	-22%	-4%	0%	1%	18%	·	22%	1%	-2%
COc1ccc(Oc2ncccc2[N+](=O)[O-])cc1	?	20	-3%	-8%	3%	-4%	12%	-3%	-6%	1%	-2%
NC(=O)N/N=C/c1ccccc1OC(=O)c1cc2ccccc2oc1=O	-13%	-2	?	-5%	19%	-3%	11%	-2%	4%	1%	-2%
Cc1ccc(NC(=O)c2ccc3snnc3c2)cc1C	0%	-7	?	-4%	2%	-5%	-16%	1%	5%	5%	2%
CC(C)c1nnc(NC(=O)CN2C(=O)c3ccccc3C2=O)s1	5%	11	-7%	-2%	3%	-3%	0%	0%	0%	11%	2%
O=C(NCC(=O)N1CCN(S(=O)(=O)c2ccccc2C(F)(F)F)CC1)c1sc2ccccc2c1Cl	4%	6	0%	1%	1%	0%	-2%	0%	-2%	5%	-8%
CCOC(=O)c1nc2nc(C)c(Cl)c(=O)n2[nH]1	-12%	3	3%	-3%	5%	8%	6%	-7%	0%	-9%	-6%
COc1ccc(O)c(C(=O)c2cnc3c(c2)c(C)nn3C)c1	?	3	7%	-1%	-1%	1%	-29%	1%	-12%	-7%	-2%
S=C1NCN(Cc2cccnc2)CN1Cc1ccccc1	2%	6	13%	2%	0%	-6%	15%	1%	0%	-1%	2%

Next part.
SMILES	Chronic BCR inh	TSHR antag	ELG1 repair inh	TSG101-PTAP inh	S-ASM inh	Mito fusion act	a7 integrin act	TCR act	AT treatment	Eya2 inh	Tb PFK block
Cc1ccc2nc(-c3ccncc3)[nH]c2c1	?	-4	?	-2%	0%	-4%	-12%	5%	3%	-4%	-5%
CCC(=O)NNC(=O)c1cc(COc2cc(Cl)cc(Cl)c2)on1	0%	12	-2%	-3%	-1%	-2%	4%	-4%	9%	-25%	1%
Cc1cc(NC(=O)C(C)SCC(=O)N(Cc2ccccc2)c2ccccc2)no1 (configuration not stated)	12%	-6	4%	-7%	-4%	7%	0%	7%	1%	9%	-9%
CCN(CC)c1cc(Cl)c2nonc2c1N	?	9	-9%	-1%	-6%	0%	3%	-4%	1%	8%	2%
CCCCOC(=O)c1ccc(Nc2ccc([N+](=O)[O-])cn2)cc1	13%	23	4%	1%	3%	4%	2%	1%	·	-3%	4%
O=S(=O)(Nc1nc2ccccc2nc1N1CCN(CCO)CC1)c1cc(F)ccc1F	2%	23	11%	-2%	12%	0%	19%	-6%	6%	21%	20%
O=C(CS(=O)(=O)Cc1ccccc1)Nc1ccc(Cl)cn1	2%	15	16%	-2%	6%	0%	6%	1%[46.1 µM]	-4%	-2%	-2%
O=C(c1ccc(Cl)c(S(=O)(=O)N2CCCC2)c1)N1CCN(c2ccccc2)CC1	4%	-14	16µM*	2%	-5%	8%	-36%	0%	-1%	-12%	13%
Cc1ccccc1-n1ncc2c(SCC(=O)N3c4ccccc4CC3C)ncnc21 (configuration not stated)	13%	-17	-17%	-8%	-6%	-18%	-37%	-1%	4%	?	-4%
CCc1c(C)nc2ncnn2c1N1CCC(C(=O)N2CCN(c3ccc(F)cc3)CC2)CC1	-10%	4	23µM*	-6%	-4%	-7%	-25%[7.66 µM]	·	8%	2%	0%
C#CCOCCOCCOCCNc1nc(N2CCN(C(=O)[C@H](Cc3cc4ccccc4[nH]3)n3cc([C@@H](N)CC(C)C)nn3)CC2)nc(N2CCN(C(=O)[C@H](Cc3cc4ccccc4[nH]3)n3cc([C@@H](N)CC(C)C)nn3)CC2)n1	5%	11	18%	-7%	-8%	-1%	21%	-3%	-1%	-2%	-10%
O=C(O)c1cc(NC(=O)c2ccc3c(c2)C(=O)N(Cc2cccnc2)C3=O)cc(C(=O)O)c1	-1%	4	-2%	-2%	5%	1%	-8%	11%	1%	7%	-4%
Cc1nn(CC(=O)NC2CCS(=O)(=O)C2)c(C)c1S(=O)(=O)N(C)C (configuration not stated)	-12%	3	?	-7%	3%	-1%	23%	0%	2%	2%	-2%
CN(C)S(=O)(=O)c1ccc(/C(O)=C2/C(=O)C(=O)N(Cc3cccnc3)C2c2cccs2)cc1 (configuration not stated)	0%	-1	18%	2%	0%	4%	-8%	-8%	2%	-9%	1%
CC(NC(=O)COC(=O)c1ccccc1SCC(=O)N1CCCC1)c1ccccc1 (configuration not stated)	?	-10	14%	5%	5%	-6%	-10%	0%	2%	35%	-1%
COc1ccc(NC(=O)CN2C(=O)NC(C)(c3ccc(C)cc3)C2=O)c([N+](=O)[O-])c1 (configuration not stated)	8%	11	-14%	0%	-1%	-8%	-37%	-7%	9%	4%	1%
COc1ccc(C(CNC(=O)COc2ccc(Cl)cc2C)N2CCCCC2)cc1 (configuration not stated)	0%	-6	-2%	-6%	1%	-4%	?	-1%	8%	15%	3%
